# Screens: PubChem BioAssay, National Center for Advancing Translational Sciences (NCATS)
# Sm TGR inh – qHTS Assay for the Inhibitors of Schistosoma Mansoni Peroxiredoxins; purified TGR, DTNB reduction, TNB absorbance 405 nm; Potency, µM (titrated, usually from 114 µM), for the others: at the highest dose activity change, negative = inhibition, actives largely listed as inhibitors; 3% of 360,000 active; AID 485364, 2010; further: potency means the concentration at half of the fitted maximal effect; nearly all actives have a fitted effect of over 60% in size
#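 TGR 20 nM + NADPH 100 uM (dispensed conc.), cpd preinc 15 min RT; start with NADPH (500 uM addition) then DTNB (15 mM addition). Kinetic TNB absorbance, 405 nm filter. Four-parameter Hill fit across titration.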
# AmpC inh no detg – qHTS Inhibitors of AmpC Beta-Lactamase (assay without detergent). AmpC nitrocefin hydrolysis, absorbance 480 nm, 0.0001% Triton. Potency, µM (highest dose often 57.1 µM), for inactives: at the top dose activity change, negative = inhibition, actives largely listed as inhibitors. 0.52% of 330,000 active. AID 485341, 2010;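 further: potency means the concentration at half of the fitted maximal effect; plate controls were no compound for no effect and no enzyme for full effect; nearly all actives have a fitted effect of over 20% in size; some results filed as inactive show a strong effect at the top dose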
# Target sequence (P00811 whole entry, looked up): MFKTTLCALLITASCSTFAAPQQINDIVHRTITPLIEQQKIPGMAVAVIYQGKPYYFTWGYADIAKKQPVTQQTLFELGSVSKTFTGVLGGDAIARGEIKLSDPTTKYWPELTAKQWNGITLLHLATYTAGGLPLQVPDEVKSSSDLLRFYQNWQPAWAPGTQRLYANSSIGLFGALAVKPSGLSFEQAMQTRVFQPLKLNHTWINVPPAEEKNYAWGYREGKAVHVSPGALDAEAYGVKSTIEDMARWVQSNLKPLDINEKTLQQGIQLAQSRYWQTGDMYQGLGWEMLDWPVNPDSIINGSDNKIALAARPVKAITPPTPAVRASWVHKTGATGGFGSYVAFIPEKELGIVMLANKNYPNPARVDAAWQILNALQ
#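 AmpC (5.3 nM in the dispensed reagent) in 20 mM phosphate pH 7.0 with 0.01% (detergent screen) or 0.0001% Triton X-100 was preincubated with compounds for 15 min at room temperature. Nitrocefin was then added from an 800 uM solution, and hydrolysis was followed at 480 nm.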
# AmpC inh detg – qHTS Inhibitors of AmpC Beta-Lactamase (assay with detergent). P00811. AmpC hydrolysis of nitrocefin, absorbance 480 nm, 0.01% Triton. Potency, µM (highest dose often 114 µM), without a hit: top-dose activity change, negative = inhibition, hits mostly inhibitors. 0.041% of 370,000 active;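 further: potency means the concentration at half of the fitted maximal effect; 0% = no-compound wells and -100% = no-enzyme wells; nearly all actives have a fitted effect of over 25% in size; some results filed as inactive show a strong effect at the top dose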
#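 AmpC (5.3 nM in the dispensed reagent) in 20 mM phosphate pH 7.0 with 0.01% (detergent screen) or 0.0001% Triton X-100 was preincubated with compounds for 15 min at room temperature. Nitrocefin was then added from an 800 uM solution, and hydrolysis was followed at 480 nm.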
# HCMV inh – qHTS Assay for inhibitors of the human cytomegalovirus (HCMV); AID 1259415, 2018; 4.5% of 410,000 active; HFF cells, HCMV-luciferase reporter, 72 h; active compounds read low; activity change, negative = inhibition, % at 57.5 µM; in the data active means activity change below about -60%; inconclusive means no clear call, values can overlap the other calls; inactive means above about -39%
#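 HFF cells seeded 16 h at 37C, treated with compounds, infected with luciferase-reporter HCMV at MOI 1 PFU/cell; luciferase read at 72 h post infection, normalized to buffer-only and Salinomycin controls.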
# AMA1-RON2 inh – qHTS for Inhibitors of AMA1-RON; Towards Development of Antimalarial Drug Lead: Primary Screen | Potency, µM (top dose mostly 58.2 µM), for the others: top-dose activity change, negative = inhibition, most hits filed as inhibitors | AID 720542, 2013 | Plasmodium falciparum AMA1 (3D7) - RON2 peptide interaction | AlphaScreen AMA1-biotinylated RON2 peptide binding | 0.2% of 360,000 active;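 further: potency means the concentration at half of the fitted maximal effect; 0% = vehicle wells and -100% = peptide control; nearly all actives have a fitted effect of over 45% in size; some results filed as inactive show a strong effect at the top dose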
#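 AMA1 (3D7) with his tag at 25 nM final met compounds first, then biotinylated RON2 peptide at 25 nM; detection used donor plus acceptor beads, 10 µg/mL apiece, read by AlphaScreen after 30 min at room temperature.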
# Giardia FBPA inh – qHTS Assay for Inhibitors of Fructose-1,6-bisphosphate Aldolase from Giardia Lamblia. Potency, µM (highest dose often 59.6 µM), inactives show at the top dose activity, negative = inhibition, usual class: inhibitors. purified Giardia FBPA. 0.71% of 290,000 active. A8B2U2; further: potency means the concentration at half of the fitted maximal effect; nearly all actives have a fitted effect of over 55% in size
# Target sequence (A8B2U2 whole entry, looked up): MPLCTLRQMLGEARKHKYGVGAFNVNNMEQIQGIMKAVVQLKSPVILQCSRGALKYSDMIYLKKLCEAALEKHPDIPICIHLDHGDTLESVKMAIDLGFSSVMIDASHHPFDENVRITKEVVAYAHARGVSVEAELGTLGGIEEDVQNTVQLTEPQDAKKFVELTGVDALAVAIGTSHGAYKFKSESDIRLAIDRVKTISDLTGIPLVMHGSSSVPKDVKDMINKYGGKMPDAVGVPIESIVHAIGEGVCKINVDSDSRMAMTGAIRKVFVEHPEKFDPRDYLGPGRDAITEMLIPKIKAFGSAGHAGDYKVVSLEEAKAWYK
#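 40 nM FBPA preincubated 10 min at RT with compound (up to 57.5 uM final), then substrate plus GAPDH/TPI/NAD/arsenate coupling and diaphorase/resazurin added. Fluorescence read after 20 min at RT, 525/598 nm.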
# * hit, by the source's call; ? = inconclusive; / = no result given; + = active, no number; & = joins results of further samples; [ ] = another dose, or the depositor's remark. Unless noted, the call rests on the fitted dose curve; in most records, active means well fitted curve in the direction sought with a large enough effect; inconclusive means small, poorly fitted or top-dose-only effect, or another doubt; inactive means no such curve, though single readings can be large; an effect the other way counts as inactive or inconclusive. Unless noted, on the % scale 0 is the no-effect control and ±100 the full control effect.
SMILES,Sm TGR inh,AmpC inh no detg,AmpC inh detg,HCMV inh,AMA1-RON2 inh,Giardia FBPA inh
Cc1ccccc1-n1nc(-c2cccnc2)cc1C(=O)NN,6.2%,-13.0%,-7.6%,-7.0,23.0%,-9.5%
CC(=O)N1c2ccccc2NC(=O)C1(C)C,-33.7%,/,-8.7%,17.1,-5.9%,-10.2%
COC(=O)Cn1cc(S(=O)(=O)NCc2ccc(C)cc2)c2cc([N+](=O)[O-])ccc21,-0.3%,-24.8%,-1.1%,-23.2,-4.3%,0.9%
COc1cc(NC(=S)NC(=O)c2ccco2)ccc1NC(=O)C(C)C,25.1µM*,-17.3%,-11.8%,72.6,3.2%,-24.1%
COc1ccc(CC2(CO)CCN(S(=O)(=O)N(C)C)CC2)cc1,-0.7%[57.1 µM],-4.9%,-2.0%,-20.4,4.1%,1.6%
O=C(Nc1cccc2ncccc12)c1cc2ccccc2o1,?,-13.4%,-15.5%,6.7,-0.8%,-3.9%
CCn1c(NCc2cccc(Cl)c2)nc2ccccc21,0.0%,/,7.3%,0.3,/,/
CCCCNC(=O)Oc1cc(CCl)on1,-32.6%,-11.8%,?,/,/,-4.3%
COc1cccc(CNC(=O)Cn2cc3c(n2)CCCC3)c1,24.4%,?,-16.0%,16.8,-0.9%,0.9%
COC(=O)c1cn(NC(=O)c2cccc(N(C)C)c2)c(=O)c2ccccc12,8.3%,-54.0%,-5.4%,-4.2,-5.8%,0.7%
Cc1sc(NC(=O)CSc2nnnn2C(C)C)c(C#N)c1C,15.7%,-15.2%,4.5%,-32.2,5.7%,-3.5%
Cc1ccc(S(=O)(=O)CC(=O)Nc2sc3c(c2C(N)=O)CCCC3)cc1,-0.4%,/,1.4%,+,/,/
CC1(C)CC(=O)CC(=NCC(=O)O)C1,1.5%,-20.9%,-2.3%,-2.2,11.9%,-4.3%
O=C(O)CCc1ccc(-c2ccc(Cl)cc2)o1,5.01µM*,-32.9%,-4.6%,-27.3,8.9%,8.6%
COc1ccc(C(=O)COC(=O)CCCn2c(=O)oc3ccccc32)cc1,4.3%,-10.8%,-14.9%,7.7,47.5%[activator],2.6%
COc1ccccc1CNC(=O)CSc1ccc(C(=O)Nc2ccccc2OC)cc1[N+](=O)[O-],-3.0%,-28.6%,-10.5%,45.5,-6.9%,4.8%
CC(=O)Nc1ccc(S(=O)(=O)N(C2=NCC(C)S2)c2ccccc2)cc1 (centres undefined),0.8%,-21.9%,-1.4%,/,-1.7%,8.6%
COc1ccc(C(=O)NC(=S)NCc2ccccc2)cc1,5.01µM*,-28.6%,-10.5%,3.7,-12.8%,-2.9%
Cc1onc(-c2c(F)cccc2Cl)c1C(O)c1ccc(F)cc1 (centres undefined),-12.3%,-7.6%,-4.5%,-3.3,3.6%,0.7%
COc1ccc(CNC(=O)CCn2nc(C)c3c(C)n(-c4ccccc4)nc3c2=O)c(OC)c1,29.0%&-0.3%,-11.4%,-12.6%&-6.9%,?,7.1%,-0.9%
CCCCn1c(NCCC)nc2c1c(=O)[nH]c(=O)n2C,0.4%,-9.2%,-4.1%,62.2,-2.1%,-1.3%
CSc1ccc(-c2sc(Nc3cccc4ccccc34)n[n+]2-c2ccccc2)cc1,-1.7%,-19.2%,?,-15.3,24.1%,25.1µM*
Cn1cc(SCC(=O)NC2CCCCC2)c2ccccc21,-25.0%,-2.9%,6.7%,16.6,7.6%,/
O=C(OCCCOC(=O)c1ccccc1O)c1ccccc1O,-15.1%,-33.1%,3.3%,2.1,/,-5.4%
CCn1c(O)c(C=NCCN2CCOCC2)sc1=S,11.3%,-7.8%,?,35.5,1.2%,4.9%
CCO/C(C)=C1\N=C(c2ccc(Cl)cc2)OC1=O,-14.1%,-7.1%,-14.9%,61.7,1.0%,3.5%
Cc1cc(NC(=O)c2cncc(Br)c2)n(-c2ccccn2)n1,-31.4%,-5.8%,-9.8%,-28.9,1.5%,4.5%
COc1c(F)c(F)c(C(=O)Nc2ccccc2N2CCN(C(C)=O)CC2)c(F)c1F,6.5%,/,1.0%,30.8,3.6%,0.9%
CN(Cc1nccn1C)C(=O)CC1C(=O)NCCN1Cc1cccc(Oc2ccccc2)c1 (centres undefined),-29.3%,92.7%[activator],5.5%,-16.6,15.3%,-15.9%
O=c1[nH]cnc(O)c1C(c1ccc([N+](=O)[O-])cc1)c1c(O)nc[nH]c1=O,-6.7%,-6.3%,-10.5%,-6.7,-21.0%,-21.3%
Oc1ccc(/C=N/N(c2ccccc2)c2ccccc2)cc1O,4.5%,-4.8%,2.1%,19.8,-13.7%,/
CCc1nnc(N2C(=O)c3ccc(Oc4ccc([N+](=O)[O-])cc4)cc3C2=O)s1,-10.6%,-9.5%,-11.4%,?,2.5%,26.2%
Cc1ccc(F)c(NC(=O)C2CCCCC2C(=O)O)c1 (centres undefined),-24.0%,-10.1%,0.3%,-28.9,17.5%,9.0%
O=C(CSc1ncc(C(F)(F)F)cc1Cl)N1CCN(S(=O)(=O)c2ccccc2)CC1,2.9%,22.2%,-14.8%,-37.9,-5.3%,0.6%
CCCOC(=O)Nc1ccc([As](=O)(O)O)cc1NC(=O)OCCC,12.6µM*,0.2%,-6.8%,-80.1*,8.3%,-0.1%
COc1ccc(-c2csc(NC(=O)CN3C(=O)C4CCCCC4C3=O)n2)cc1OC (centres undefined),-11.8%,106.1%[activator],1.4%,-4.7,9.2%,/
Cc1ccc(NC(=S)N2CCCCCC2)c(C)c1,-28.0%,-20.0%,?,-9.5,11.1%,-17.7%
COC(=O)c1sc(NC(=O)c2oc3ccccc3c2C)nc1C,6.3%,-38.9%,-1.8%,138.7,8.2%,2.1%
COc1cc(C(=O)Nc2cccc(S(=O)(=O)N3CCCC3)c2)c([N+](=O)[O-])cc1OC,0.1%,-11.6%,0.0%,-7.0,-0.8%,/
C[N+]1=C2CCCCCN2C(O)(c2ccccc2)C1 (centres undefined),-18.4%,-5.0%,-15.4%,3.1,6.0%,-4.8%
O=C(CSc1nnc(-c2ccco2)o1)c1ccccc1,25.1µM*,-38.3%,?,71.8,16.3%,-14.2%
OCCC1CN(CC#Cc2ccccc2)CCN1C1CCCC1 (centres undefined),?,-6.1%,3.2%,-37.1,-5.9%,0.1%
COc1cc(NC(=O)c2ccccc2F)c(OC)cc1NC(=O)CN1CCOCC1,/,94.7%[activator],-12.3%,5.6,-15.0%,-15.3%
COc1ccc(OC)c(NC(=S)N2CCN(C/C=C/c3ccccc3)CC2)c1,?,113.0%[activator],-9.0%,-38.2,-11.2%,5.2%
CCOC(=O)c1sc(=S)n(-c2ccc(OC)cc2)c1C,14.3%,-12.9%,4.0%,25.0,-27.2%,-0.2%
C/C(CC(=O)NCc1ccccc1)=N\NC(=O)c1cnccn1,-14.1%,-18.2%,-0.3%,-19.3,33.1%[activator],-0.4%
NC(=O)c1cc(C(=O)Cc2ccc(Cl)cc2)c[nH]1,-7.8%,-18.4%,-7.9%,14.7,-1.3%,3.8%
Cc1ccc(NC(=O)CSc2nc3nc(C)cc(C)c3c(=O)[nH]2)cc1,9.4%,-4.9%,5.6%,-28.9,-8.0%,-16.3%
Cn1c2ccccc2c(=O)c2c(=O)n(Cc3ccco3)c(-c3ccc(F)cc3)nc21,39.8µM*,-19.1%,2.2%,-31.6,9.8%,1.0%
CCCCC(=O)Nc1ccc(NC(=S)NC(=O)c2cccs2)cc1OC,-27.6%,-2.1%,5.1%,26.8,25.6%,-10.3%
Cc1cc(Br)ccc1NC(=O)c1ccc(NS(=O)(=O)c2c(C)noc2C)cc1,-9.7%,/,-2.8%,-14.7,/,/
Fc1ccc(-c2noc3ncnc(NCc4ccc(Cl)cc4)c23)cc1,11.3%,/,0.6%,?,/,/
CS(=O)(=O)N1CC(C(=O)NC2CCCC2)Oc2ccc(Cl)cc21 (centres undefined),12.3%,0.7%,-1.9%,-25.8,6.0%,1.0%
O=C(Cn1ncc2c(=O)oc3ccccc3c21)NCc1cccnc1,0.5%,-13.8%,?,-38.9,0.0%,5.1%
COc1ccc(N2CCN(C(=O)CNC(=O)c3cccs3)CC2)cc1,6.4%,-3.2%,6.8%,7.6,0.8%,6.3%
CN(CCc1ccccc1)C(=O)c1ccc(NC(=O)Cc2ccc([N+](=O)[O-])cc2)cc1,/,-19.6%,/,19.6,-6.0%,/
Cc1ccc(CSCc2nc3ccccc3[nH]2)cc1,5.9%,-31.8%,-11.8%,?,-16.3%,7.2%
CCCn1nc(C(=O)NCC2COc3ccccc3O2)c2ccccc2c1=O (centres undefined),-0.5%,56.9%[activator],?,-6.3,2.7%,/
CCCCc1ccc(NC(=O)CSC2=NN3CCCC(=O)N=C3S2)cc1,0.0%,27.7%,-10.5%,-38.7,7.8%,-0.3%
COc1c(Br)cc(Br)cc1/C=N/n1c(C)nnc1C,-31.8%,55.2%,?,3.2,-11.2%,6.7%

# Single records, from the list above. Screens in order: Sm TGR inh | AmpC inh no detg | AmpC inh detg | HCMV inh | AMA1-RON2 inh | Giardia FBPA inh
# CCCCC(=O)Nc1ccc(NC(=S)NC(=O)c2cccs2)cc1OC in the list: -27.6% | -2.1% | 5.1% | 26.8 | 25.6% | -10.3%
# Cc1ccc(CSCc2nc3ccccc3[nH]2)cc1 in the list: 5.9% | -31.8% | -11.8% | ? | -16.3% | 7.2%
# Cn1c2ccccc2c(=O)c2c(=O)n(Cc3ccco3)c(-c3ccc(F)cc3)nc21 in the list: 39.8µM* | -19.1% | 2.2% | -31.6 | 9.8% | 1.0%
# COc1ccc(N2CCN(C(=O)CNC(=O)c3cccs3)CC2)cc1 in the list: 6.4% | -3.2% | 6.8% | 7.6 | 0.8% | 6.3%
# COc1c(Br)cc(Br)cc1/C=N/n1c(C)nnc1C in the list: -31.8% | 55.2% | ? | 3.2 | -11.2% | 6.7%

# Reformatted with each value named: part of the list above
COc1ccc(-c2csc(NC(=O)CN3C(=O)C4CCCCC4C3=O)n2)cc1OC (centres undefined)
  Sm TGR inh: -11.8%
  AmpC inh no detg: 106.1%[activator]
  AmpC inh detg: 1.4%
  HCMV inh: -4.7
  AMA1-RON2 inh: 9.2%
  Giardia FBPA inh: /

Cc1ccc(NC(=S)N2CCCCCC2)c(C)c1
  Sm TGR inh: -28.0%
  AmpC inh no detg: -20.0%
  AmpC inh detg: ?
  HCMV inh: -9.5
  AMA1-RON2 inh: 11.1%
  Giardia FBPA inh: -17.7%

COC(=O)c1sc(NC(=O)c2oc3ccccc3c2C)nc1C
  Sm TGR inh: 6.3%
  AmpC inh no detg: -38.9%
  AmpC inh detg: -1.8%
  HCMV inh: 138.7
  AMA1-RON2 inh: 8.2%
  Giardia FBPA inh: 2.1%
